# CRE Fsk mod – CRE-bla signaling modulation under forskolin stimulation; hit rate 2.5% among 71,000; Potency, µM (highest dose often 38.2 µM), for inactives: top-dose activity change, negative = inhibition, most hits filed as activators; CHO CRE-bla reporter (cAMP response element driving beta-lactamase), forskolin EC10, beta-lactamase ratio; active means well fitted activation curve with a large enough effect in the signal ratio, with a control signal flat, not every such curve was filed as active; inconclusive means small, poorly fitted or top-dose-only effect, or effect the other way, or a change in a side signal; the % refers to the signal ratio; further: potency means the concentration at half of the fitted maximal effect; % of control where 0% means no effect
#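 Modulation of forskolin signalling: compounds in titration series added with EC10 NKH 477 to CHO cells carrying a CRE-driven beta-lactamase reporter, 3 h, 37C. CCF4 FRET ratio (460/530 nm, ex 405 nm) gives %activity and AC50.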
# HBB splice mod – modulators of hemoglobin beta chain splicing; HBB splicing reporter cell assay, activation; EGFP reporter with mutant IVS2-654 intron; response scale: normalised to 500 nM splice-correcting PNA; Potency, µM (titrated, usually from 46.1 µM), for the others: top-dose activation, usual class: activators; hit rate 0.06% among 65,000; AID 925; further: potency means the concentration at half of the fitted maximal effect; 0% is about no effect
#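 HeLa cells stably expressing EGFP interrupted by mutant beta-globin intron 2 (IVS2-654), 500/well in 2% FCS. Treated with compound for 2 days at 37C. Splicing correction scored as total well GFP intensity (488 nm excitation, 500-520 nm emission); 500 nM antisense PNA served as control.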
# FLuc inh – firefly luciferase inhibition. purified firefly luciferase, luminescence, 8 min. AID 411. hit rate 2.2% among 72,000. Potency, µM (highest dose often 57.1 µM), without a hit: top-dose activity change, negative = inhibition, most hits filed as inhibitors. P08659; further: potency means the concentration at half of the fitted maximal effect; on the % scale 0 is the no-effect control and ±100 the full control effect; nearly all actives have a fitted effect of over 40% in size
#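 Titration-based qHTS; buffer 50 mM imidazole pH 7.2, 50 mM KCl, 7 mM MgCl2, 10 uM ATP, 0.01% Tween 20, 0.05% BSA; luciferase/luciferin detector mix added after compound; 8 min, ambient; luminescence.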
# Tau filament bind – binders of human tau filaments | recombinant tau filaments, thioflavin S fluorescence, 15 h; filaments grown with octadecylsulfate alongside compound | AID 596 | Potency, µM (doses to about 57.1 µM), for the others: at the highest dose activity change, negative = inhibition | hit rate 2% among 71,000;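 further: potency means the concentration at half of the fitted maximal effect; on the % scale 0 is the no-effect control and ±100 the full control effect; actives lower thioflavin S fluorescence by blocking filaments or displacing dye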
#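 Thioflavine S fluorescence (ex 450, em 510 nm) reports filaments formed from 1 uM human tau plus 30 uM ODS over 15 h at 37 C (10 mM HEPES pH 7.4, 100 mM NaCl, 5 mM DTT); compounds displacing dye or blocking filaments lower signal.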
# ALOX15 inhib – inhibitors of human 15-lipoxygenase (ALOX15); hit rate 1.4% among 74,000; Potency, µM (doses to about 57.1 µM), without a hit: at the highest dose activity change, negative = inhibition, most hits filed as inhibitors; purified 15hLO-1, xylenol orange hydroperoxide absorbance; AID 887; P16050; further: potency means the concentration at half of the fitted maximal effect; on the % scale 0 is the no-effect control and ±100 the full control effect; nearly all actives have a fitted effect of over 55% in size
# Target sequence (P16050 whole entry, looked up): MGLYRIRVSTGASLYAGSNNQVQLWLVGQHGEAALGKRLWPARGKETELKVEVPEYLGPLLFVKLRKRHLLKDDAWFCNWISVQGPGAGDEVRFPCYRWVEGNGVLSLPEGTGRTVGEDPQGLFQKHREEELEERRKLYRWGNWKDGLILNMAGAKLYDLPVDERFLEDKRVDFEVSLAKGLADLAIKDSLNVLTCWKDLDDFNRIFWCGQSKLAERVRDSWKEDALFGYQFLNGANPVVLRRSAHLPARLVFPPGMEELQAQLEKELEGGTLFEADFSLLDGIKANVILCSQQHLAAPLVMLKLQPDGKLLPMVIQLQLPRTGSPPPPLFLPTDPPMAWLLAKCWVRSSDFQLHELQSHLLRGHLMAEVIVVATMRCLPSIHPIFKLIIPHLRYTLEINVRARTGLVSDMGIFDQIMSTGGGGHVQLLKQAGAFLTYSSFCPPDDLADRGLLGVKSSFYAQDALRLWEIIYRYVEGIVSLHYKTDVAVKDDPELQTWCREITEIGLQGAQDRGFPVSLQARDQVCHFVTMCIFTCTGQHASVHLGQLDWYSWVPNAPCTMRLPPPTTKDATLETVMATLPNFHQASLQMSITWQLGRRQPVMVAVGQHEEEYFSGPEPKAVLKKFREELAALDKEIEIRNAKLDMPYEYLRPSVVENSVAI
#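 40 nM 15hLO-1 + cpd, 15 min RT; start w/ 50 uM AA (final), 6 min RT; stop/detect w/ 200 uM XO + 300 uM Fe(II) in 50 mM H2SO4, 30 min; A573/A405. Buffer 25 mM Hepes pH 7.5, 0.01% Triton X-100. No-enzyme wells as negative control.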
# ERK AVP block – vasopressin-driven ERK pathway inhibition | Potency, µM (series often up to 57.5 µM), inactives show at the top dose activity, negative = inhibition, hits mostly inhibitors | hit rate 0.99% among 72,000 | HEK293-V1b, vasopressin-stimulated pERK AlphaScreen | AID 995; further: potency means the concentration at half of the fitted maximal effect; on the % scale 0 is the no-effect control and ±100 the full control effect; nearly all actives have a fitted effect of over 55% in size
#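 HEK293 cells stably expressing V1b receptor, preincubated 30 min at 37 °C with compound, then stimulated 5 min with 25 nM vasopressin. Phospho-ERK by AlphaScreen SureFire after 5 h RT; normalized to DMSO and vasopressin; AC50 by Hill fit.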
# Hsp90 Hop PPI – changes Hsp90-Hop TPR2A binding signal, up or down; AlphaScreen TPR2A-His6 binding biotin-Hsp90 C-terminal peptide; Potency, µM (doses to about 57 µM), inactives show at the top dose activity change, negative = inhibition; hit rate 0.44% among 71,000; active means well fitted curve in either direction with a large enough effect; inconclusive means small, poorly fitted or top-dose-only effect, or another doubt; further: potency means the concentration at half of the fitted maximal effect; on the % scale 0 is the no-effect control and ±100 the full control effect; many of its hits are not listed in these tables
# DNA Pol III inh – inhibitors of bacterial DNA polymerase III holoenzyme; reconstituted DNA polymerase III holoenzyme replication, biochemical; hit rate 0.25% among 71,000; Potency, µM (series often up to 57.1 µM), for inactives: at the highest dose activity change, negative = inhibition; further: potency means the concentration at half of the fitted maximal effect; on the % scale 0 is the no-effect control and ±100 the full control effect
#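 Reconstituted *E. coli* holoenzyme (0.35 nM Pol III, 1 nM beta, 154 nM SSB, 2 nM primase) was preincubated with compound for 15 min at RT. Synthesis on 1.4 nM ssM13Gori ran 35 min, then was stopped with PicoGreen/EDTA and read as dsDNA fluorescence.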
# TexasRed autofl – compounds fluorescent in Texas Red spectral region. Compound fluorescence, Texas Red channel, 547/618 nm; active compounds read high. max dye-equivalent concentration, M. hit rate 0.06% among 59,000; in the data active means max dye-equivalent concentration above about 10 nM; inconclusive means between about 1.1 nM and that limit
#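 Compound fluorescence was read after 15 min at room temperature in 100 mM Tris, pH 8.0, using 547 nm excitation and 618 nm emission across a concentration series. It was expressed as Texas Red dye-equivalent concentration from an on-plate standard curve.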
# Rhodamine autofl – rhodamine region autofluorescence; hit rate 0.05% among 59,000; Rhodamine-region fluorescence, 547/598 nm, Tris buffer; active compounds read high; max dye-equivalent concentration, M; in the data active means max dye-equivalent concentration above about 11 nM; inconclusive means between about 1.1 nM and that limit
#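 Intrinsic compound fluorescence, ex 547 / em 598 nm, CCD imager. Tris 100 mM pH 8.0; 15 min RT. Output = rhodamine dye-equivalent concentration at each compound concentration.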
# HADH2 inh – HADH2 (human) dehydrogenase inhibition. Q99714. recombinant HADH2, NADH fluorescence, beta-hydroxybutyryl-CoA. Potency, µM (top dose mostly 57.1 µM), without a hit: at the highest dose activity change, negative = inhibition, most hits filed as inhibitors. hit rate 3.4% among 73,000. AID 886; further: potency means the concentration at half of the fitted maximal effect; on the % scale 0 is the no-effect control and ±100 the full control effect; nearly all actives have a fitted effect of over 60% in size; many of its hits are not listed in these tables
# Target sequence (Q99714 whole entry, looked up, one chain of several): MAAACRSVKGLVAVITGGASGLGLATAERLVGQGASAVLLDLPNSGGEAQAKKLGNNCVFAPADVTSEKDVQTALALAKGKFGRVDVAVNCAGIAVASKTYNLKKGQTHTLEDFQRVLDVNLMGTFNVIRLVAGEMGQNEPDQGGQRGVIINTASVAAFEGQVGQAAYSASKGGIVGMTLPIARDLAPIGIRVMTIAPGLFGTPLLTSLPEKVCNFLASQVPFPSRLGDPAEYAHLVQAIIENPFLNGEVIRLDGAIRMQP
#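 NADH fluorescence (ex 360/em 450 nm) read every 30 s for 4 min; activity taken as last-minus-first time point difference. Enzyme 20 nM, NAD+ 1 mM, beta-hydroxybutyryl-CoA 90 uM, pH 9.0 Tris buffer.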
# Numbers without * were called inactive; i = inactive; ? = inconclusive; · = not tested or not shown; [ ] = remark or other dose. Unless noted, the call rests on the fitted dose curve; in most records, active means well fitted curve in the direction sought with a large enough effect; inconclusive means small, poorly fitted or top-dose-only effect, or another doubt; inactive means no such curve, though single readings can be large; an effect the other way counts as inactive or inconclusive. A portion of the library, so the mix of outcomes need not match the whole.
SMILES,CRE Fsk mod,HBB splice mod,FLuc inh,Tau filament bind,ALOX15 inhib,ERK AVP block,Hsp90 Hop PPI,DNA Pol III inh,TexasRed autofl,Rhodamine autofl,HADH2 inh
CS(=O)(=O)N(CC(=O)N1CCC(C(N)=O)CC1)c1ccc(Oc2ccccc2)cc1,0.7%,-6.3%,1.6%,0.2%,9.8%,-19.2%,-2.5%,2.5%,·,·,-7.3%
CCOCCCNS(=O)(=O)c1ccc(Br)cc1,-5.1%,0.1%,2.9%,-1.3%,1.6%,4.1%,-1.8%,0.5%,i,i,2.6%
CCc1cccc2c(=O)c(C(=O)N3CCOCC3)c[nH]c12,0.2%,·,3.1%,-6.7%,-0.1%,-1.3%,0.0%,-7.2%,i,i,-15.0%
CCCC1(CCC)NC(=O)NC1=O,-12.6%,-0.9%,1.6%,1.2%,4.4%,-5.4%,0.7%,-4.4%,i,i,16.0%
Cc1ccc(C(=O)CCC2CCCC2=O)cc1 (stereo not given),7.7%,3.0%[57.5 µM],-19.9%,12.0%,-0.2%,-2.0%,2.1%,-3.5%,i,i,-3.4%
COc1cccc(NC(=O)C2CCN(c3ncccn3)CC2)c1,10.8%,0.5%,0.3%,8.4%,-13.7%,-22.0%,-26.5%,3.2%,i,i,-10.5%
CCOC(=O)c1ccc(Oc2nc(NC(C)(C)C)nc(N(C)C)n2)cc1,-9.5%,-0.6%,-1.7%,-12.6%,-12.7%,-3.9%,3.1%,-0.7%,i,i,-1.2%
CN(C)Cc1ccc(-c2cc3onc(-c4ccccc4)c3c(=O)n2C)cc1,-10.9%[7.6 µM],1.6%[9.22 µM],3.98µM*,14.5%[11.4 µM],8.1%[11.4 µM],-19.0%[11.5 µM],1.0%[11 µM],-9.7%[11.4 µM],i,i,14.8%[11.4 µM]
O=C(Nc1cccc(NC(=O)c2cccnc2)c1)c1cccnc1,0.5%,1.5%,-3.4%,3.3%,0.0%,-14.4%,-3.1%,-0.7%,i,i,-2.2%
COc1ccc(N2C(=O)CCC(C(=O)Nc3ccccn3)C2c2ccc(OC)c(OC)c2)cc1 (stereo not given),-10.2%,-0.9%,0.9%,-1.4%,-8.3%,-14.8%,-2.9%,1.7%,i,i,-5.5%
COc1cc(C(=O)OCCN2CCOCC2)cc(OC)c1OC,?,-0.7%,2.9%,3.7%,3.6%,-19.5%,-3.4%,2.6%,·,·,-0.9%
COc1ccc(-c2nc3c(=O)n(C)c(=O)[nH]c3n2CCc2ccccc2)cc1,-4.4%,-0.8%,-0.8%,-3.0%,3.1%,-9.4%,-3.2%,-2.3%,?,i,i
Cn1c(CCNC(=O)c2cccs2)nnc1SCC(=O)N1CCN(c2ccccc2)CC1,?,7.1%,0.5%,73.6%,-7.7%,-13.9%,-16.0%,3.3%,i,i,5.5%
CSc1nc2n(n1)C(c1cc(Br)ccc1F)C(C(=O)N(C)C)=C(C)N2 (stereo not given),-7.6%,-1.8%,1.9%,-2.4%,1.1%,2.8%,0.6%,-8.5%,i,i,-7.7%
O=C(NCCc1ccccc1)c1ccnc(/C=N/O)c1,-6.8%,0.0%[57.5 µM],3.4%,3.1%,20.1%,-23.7%,-5.7%,-4.0%,i,i,-13.5%
O=C(CSC1=Nc2ccccc2C2=NC(CC(=O)NC3CCCCC3)C(=O)N12)NCc1ccco1 (stereo not given),?,-0.1%,-0.2%,-60.2%,-19.4%,14.3%,-2.8%,-14.3%,i,i,?
Cc1cc(C)n(Cc2cccc(F)c2)c(=O)c1C#N,11.2%,-0.9%,2.5%,-3.1%,10.5%,-2.7%,-1.5%,-0.1%,?,i,-2.8%
COc1cccc(OC)c1-c1nnc(-c2cn(C)c3ccccc23)o1,13.1%,·,-0.2%,12.3%,-2.4%,-1.2%,1.3%,-2.3%,i,i,·
COc1ccc(OC)c2[nH]c(=O)c(CCNC(=O)c3ccc(S(=O)(=O)N4CCCCC4)cc3)cc12,4.5%,-1.0%,0.8%,2.9%,-3.8%,23.7%,-10.1%,-2.8%,i,i,1.8%
O=C1C=C[C@@H](O)[C@H]2[C@@H]3C(=O)N(Cc4ccc5c(c4)OCO5)C(=O)[C@@H]3CC[C@H]12,·,1.7%[9.22 µM],-1.5%[11.4 µM],·,13.7%[11.4 µM],13.8%[11.5 µM],·,·,·,·,-3.3%[11.4 µM]
CCN(CC)S(=O)(=O)c1cccc(C(=O)NC2CCCCC2)c1,4.4%,0.4%,0.3%,-1.6%,-1.4%,-1.3%,1.8%,1.2%,i,i,?
COC(=O)c1ccc(C(NC(=O)OCc2ccccc2)/C(=C/[C@@H](C)C(=O)N(C)Cc2ccccc2)c2cccnc2)cc1 (stereo not given in full),-28.9%,-0.5%,·,-4.9%,-8.3%,23.9%,-7.4%,-1.9%,·,·,1.7%
O=C(NCc1cccs1)c1ccc2c(c1)ncn2C1CCCC1,?,-1.6%[57.5 µM],?,6.2%,15.4%,-13.8%,-7.3%,-3.2%,?,i,-5.5%
CN(CC(=O)N1CCN(c2ccccn2)CC1)S(=O)(=O)c1ccccc1,-1.1%,0.0%,-0.1%,3.3%,9.8%,-10.0%,0.1%,-3.8%,i,i,-15.7%
Cc1ccc(S(=O)(=O)Nc2ccccc2C=O)cc1,-6.3%[7.6 µM],-0.3%[9.22 µM],1.6%[11.4 µM],-1.4%[11.4 µM],6.7%[11.4 µM],0.8%[11.5 µM],-2.3%[11 µM],-7.5%[11.4 µM],i,i,1.2%[11.4 µM]
O=C(CN1C(=O)c2ccccc2C1=O)Nc1ccc(-c2nc3ccccc3o2)cc1,-8.5%,-0.3%,-1.8%,85.2%,?,-6.2%,-0.7%,-4.0%,i,i,24.1%
c1ccc(-n2nnnc2-n2nnc3ccccc32)cc1,?,-0.7%,-35.3%,-3.4%,5.4%,-16.1%,3.9%,3.7%,i,i,1.8%
Cc1noc(C)c1CSCC(=O)OCC(=O)N1CC(=O)Nc2ccccc21,6.9%,-3.0%,-1.5%,-4.6%,4.0%,?,-3.1%,4.9%,i,i,1.9%
Cc1ccc2c(c1)NC(=O)C(CC(=O)NCc1ccc(F)cc1)O2 (stereo not given),-3.0%,-0.8%,-0.4%,261.3%,-3.4%,4.0%,-5.1%[2.3 µM],0.2%,·,·,-29.4%
CC(C)Cn1cc(C(=O)NCc2cccs2)c2c3ccccc3n(C)c2c1=O,?,1.1%,-4.6%,23.9%,-5.3%,-7.3%,-1.0%,-3.5%,?,i,-1.1%
COc1ccc(S(=O)(=O)N2CCc3ccccc32)cc1C(=O)OCc1c(C)noc1C,?,0.3%,2.0%,-10.4%,6.0%,17.0%,0.5%,10.1%,i,i,-6.3%
Cc1cc(N2CCN(S(=O)(=O)Cc3ccccc3)CC2)n2ncnc2n1,7.0%,·,0.0%,-1.3%,4.0%,-14.4%,1.1%,0.2%,i,i,3.3%
O=C(c1ccc2c(c1)OCCO2)C1CCN(C(=O)c2ccc(F)c(F)c2)CC1,8.8%,0.0%[57.5 µM],0.6%,-2.7%,5.8%,-20.5%,-0.3%,-3.1%,?,i,?

# 3 neighbouring records from above, quoted:
SMILES,CRE Fsk mod,HBB splice mod,FLuc inh,Tau filament bind,ALOX15 inhib,ERK AVP block,Hsp90 Hop PPI,DNA Pol III inh,TexasRed autofl,Rhodamine autofl,HADH2 inh
Cc1ccc(S(=O)(=O)Nc2ccccc2C=O)cc1,-6.3%[7.6 µM],-0.3%[9.22 µM],1.6%[11.4 µM],-1.4%[11.4 µM],6.7%[11.4 µM],0.8%[11.5 µM],-2.3%[11 µM],-7.5%[11.4 µM],i,i,1.2%[11.4 µM]
O=C(CN1C(=O)c2ccccc2C1=O)Nc1ccc(-c2nc3ccccc3o2)cc1,-8.5%,-0.3%,-1.8%,85.2%,?,-6.2%,-0.7%,-4.0%,i,i,24.1%
c1ccc(-n2nnnc2-n2nnc3ccccc32)cc1,?,-0.7%,-35.3%,-3.4%,5.4%,-16.1%,3.9%,3.7%,i,i,1.8%

# Assay outcomes (PubChem)
